Bioassay records: PubChem, National Center for Advancing Translational Sciences (NCATS)
KB-V1 cytotox = qHTS assay for MDR1-selective chemotherapeutics: Primary screen using the drug-selected MDR subline cells KB-V1; KB-V1 MDR cells viability, CellTiter-Glo, 72 h; Potency, µM (top dose mostly 46.1 µM), without a hit: at the highest dose activity change, negative = cytotoxicity, most hits filed as cytotoxic; 400,000 compounds, 3.4% hits; AID 1347076, 2019; note: % is set by controls: 0 for no effect and ±100 for the full control effect; nearly all actives have a fitted effect of over 60% in size
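Readout: CellTiter-Glo luminescence, 10 min after addition. Cells: KB-V1 MDR subline, 72 h at 37 degrees C with compound. Analysis: corrected, normalized data fitted to concentration-effect curves.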
GLP-1R agonist = qHTS of GLP-1 Receptor Agonists; Glucagon-like peptide 1 receptor (Homo sapiens), P43220; HEK293 GLP-1R CRE-luciferase, luminescence, 4-6 h; cells express a hypersensitive GLP-1R form; Potency, µM (top dose mostly 45.6 µM), for inactives: at the highest dose activation, hits mostly activators; 380,000 compounds, 0.007% hits; note: % of control where 0% means no effect
Target sequence (P43220 whole entry, looked up): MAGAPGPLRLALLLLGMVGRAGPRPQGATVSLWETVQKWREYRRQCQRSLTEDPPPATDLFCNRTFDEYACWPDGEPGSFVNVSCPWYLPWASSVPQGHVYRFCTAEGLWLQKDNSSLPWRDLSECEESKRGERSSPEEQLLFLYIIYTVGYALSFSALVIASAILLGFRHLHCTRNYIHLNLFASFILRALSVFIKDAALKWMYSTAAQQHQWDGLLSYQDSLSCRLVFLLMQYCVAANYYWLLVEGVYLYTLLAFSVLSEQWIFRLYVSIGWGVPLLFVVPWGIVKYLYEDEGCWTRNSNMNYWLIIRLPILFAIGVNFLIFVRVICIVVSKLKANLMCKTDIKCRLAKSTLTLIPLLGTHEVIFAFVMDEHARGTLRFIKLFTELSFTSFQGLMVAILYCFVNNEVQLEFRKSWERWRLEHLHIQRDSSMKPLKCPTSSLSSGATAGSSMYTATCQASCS
SW480 rerep = A quantitative high throughput screen for small molecules that induce DNA re-replication in SW480 colon adenocarcinoma cells | AID 624297, 2012 | 340,000 compounds, 1.8% hits | SW480 DNA re-replication, Hoechst DNA content imaging, 48 h | Potency, µM (top dose mostly 46.1 µM), without a hit: at the top dose re-replication activation, usual class: activators; note: % of control where 0% means no effect; nearly all actives have a fitted effect of over 55% in size
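Cells (250 per well) received 23 nL compound or DMSO by pin tool and were kept 48 hr at 37 C, 5% CO2. Nuclei were then stained with Hoechst for 40 min and scanned for DNA content.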
TDP-43 yeast inh = qHTS of TDP-43 Inhibitors | TDP-43 expressing yeast growth rescue, BacTiter-Glo, 24 h | Potency, µM (series often up to 46.1 µM), for the others: at the top dose growth rescue (activation), usual class: activators | 410,000 compounds, 1.8% hits; note: % of control where 0% means no effect; nearly all actives have a fitted effect of over 50% in size
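Readout is BacTiter-Glo luminescence of cell growth, so inhibitors register as activators. TDP-43-expressing yeast at OD600=0.02 in galactose medium, after raffinose pregrowth to mid-log, were incubated with compound for 24 hr at 30 deg C.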
GLP1R cytotox = qHTS of GLP-1 Receptor Inverse Agonists: Cytotox Screen. HEK293 cAMP-luciferase reporter cells, luminescence, 24 h. Potency, µM (doses to about 38.3 µM), for the others: at the top dose activity change, negative = inhibition, actives largely listed as inhibitors. 410,000 compounds, 0.13% hits;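 note: loss of luciferase light is scored as toxicity; % is set by controls: 0 for no effect and ±100 for the full control effect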
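Here, cytotoxicity is scored as loss of luminescence. The MLSMR collection was tested on cells seeded in medium containing 10% Nu serum, with a 24 hr compound exposure preceded by 12 hours of culture.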
HT1080-NT tox = qHTS for induction of synthetic lethality in tumor cells producing 2HG: qHTS for the HT-1080-NT fibrosarcoma cell line | Potency, µM (titrated, usually from 46.1 µM), without a hit: at the top dose activity, negative = less viability, hits mostly cytotoxic | HT-1080-NT fibrosarcoma viability, CellTiter-Glo ATP luminescence, 48 h | AID 686970, 2013 | 360,000 compounds, 1.6% hits;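 note: NT is the 2HG producing partner of a matched IDH1 knockdown line; 0% = DMSO-treated cells and -100% = media-only wells without cells; nearly all actives have a fitted effect of over 55% in size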
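Luminescent CellTiter-Glo readout after 48 hours of compound exposure at 37 degrees C defined viability of HT-1080-NT cells. Activity was normalized to DMSO wells and cell-free media wells; concentration-response curves were fitted and assigned curve classes.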
HT1080 IDH1KD tx = qHTS for induction of synthetic lethality in tumor cells producing 2HG: qHTS for the HT-1080-IDH1KD cell line. Potency, µM (highest dose often 46.1 µM), for the others: top-dose activity, negative = toxicity, usual class: cytotoxic. HT-1080 IDH1 knockdown viability, ATP luminescence, 48 h. AID 686971, 2013. 360,000 compounds, 2% hits;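 note: 0% = DMSO wells and -100% = cell-free medium wells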
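Using the IDH1-knockdown HT-1080 line run in the same batch and compound series as the NT line, viability after 48 h at 37 °C was determined by CellTiter-Glo luminescence and expressed as % activity.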
GLP1R inv ag = qHTS of GLP-1 Receptor Inverse Agonists (Inhibition Mode); Glucagon-like peptide 1 receptor (Homo sapiens), P43220; HEK293 GLP-1R CRE-luciferase, luminescence, 24 h; GLP-1R form is constitutively active; Potency, µM (series often up to 38.3 µM), for inactives: at the top dose activity change, negative = inhibition, actives largely listed as inhibitors; 410,000 compounds, 1.6% hits; AID 624417, 2012; note: % is set by controls: 0 for no effect and ±100 for the full control effect; nearly all actives have a fitted effect of over 55% in size
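Assay principle: reduced luminescence from a cAMP-responsive reporter in HEK293 cells co-expressing a constitutively active GLP-1R. Conditions: 24 hr compound incubation, 37 deg C, 5% CO2.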
KB-3-1 tox = qHTS assay for MDR1-selective chemotherapeutics: Primary screen using the parental adenocarcinoma cell KB-3-1 | Potency, µM (highest dose often 46.1 µM), for inactives: at the top dose activity change, negative = cytotoxic, actives largely listed as cytotoxic | KB-3-1 viability, CellTiter-Glo ATP luminescence, 72 h | 400,000 compounds, 1.4% hits; note: % is set by controls: 0 for no effect and ±100 for the full control effect; nearly all actives have a fitted effect of over 60% in size
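Luminescent ATP read-out (CellTiter-Glo) measures survival of drug-naive KB-3-1 cells after 72 h compound exposure at 37 °C. Titration series was screened from lowest to highest concentration, with DMSO vehicle plates as background controls.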
* hit, by the source's call; ? = inconclusive; / = not tested or not shown; [ ] = another dose, or the depositor's remark. Calls come from the whole dose curve; as a rule, active = well fitted curve in the direction sought with a large enough effect; inconclusive = small, poorly fitted or top-dose-only effect, or another doubt; inactive = no such curve, though single readings can be large; an effect the other way counts as inactive or inconclusive. Potency is the fitted concentration of half-maximal effect. No enrichment for hits; overall some 9.4% were active at least once.

SMILES	KB-V1 cytotox	GLP-1R agonist	SW480 rerep	TDP-43 yeast inh	GLP1R cytotox	HT1080-NT tox	HT1080 IDH1KD tx	GLP1R inv ag	KB-3-1 tox
O=C(NCC(=O)N(c1ccccc1)C(C(=O)NC1CCCC1)c1ccncc1)c1ccco1 (centres undefined)	?	-2%	-4%	7%	-4%	-1%	3%	12%	28%
O=C(OCC(O)CO)c1ccccc1Nc1ccnc2cc(Cl)ccc12 (centres undefined)	?	27%	-60%[inhibitor]	14%	-5%	-15%	-20%	18%	0%
COC(=O)c1cc(OC)c(OC)cc1N1C(=O)CCCC1=O	-1%	2%	-5%	2%	-2%	-2%	3%	1%	-5%
Cc1ccc(-c2cn(S(=O)(=O)c3cccc4nsnc34)nc2N)cc1	-10%	1%	6%	12%	18%	-7%	-21%	-17%	-15%
CC(/C=N/Nc1nc(C)cc(C)n1)=C\c1ccc(C(C)C)cc1	0%	0%	?	22%	?	-5%	-7%	?	-2%
COc1cc2cc(C(=O)N/N=C/c3ccccc3Cl)[nH]c2cc1OC	0%	10%	?	0%	-11%	0%	-3%	-17%	-1%
COc1cc(Cl)c(NC2=CC(=O)C(=O)c3ccccc32)c(OC)c1	8.2µM*	-1%	8.2µM*	13%	-25%	9.2µM*	8.2µM*	-10%	9.2µM*
CCc1ccc(-c2nc(SCC(=O)c3c(N)n(C)c(=O)n(C)c3=O)n[nH]2)cc1	-2%	-2%	?	-5%	19%	-5%	-3%	-14%	-5%
COC(=O)Cc1ccc(NC(=S)N2CCCCC2C)cc1 (centres undefined)	-17%	2%	0%	18%	6%	-6%	-4%	15%	-1%
COC(=O)c1ccc(NC(=O)Cc2ccc(C)cc2)cc1	8%	-8%	-5%	-8%	-17%	-1%	-9%	-5%	23%
Cc1ccc2onc(CNC(=O)N(C)Cc3ccccc3)c2c1	6%	/	/	23%	0%	/	/	10%	15%
COCCNC(=O)C1(C)CCN(C(=O)c2ccc(SC(F)(F)F)cc2)C1 (centres undefined)	4%	11%	/	7%	3%	18%	11%	1%	0%
COc1ccccc1CNC(=O)C12CC3CC(CC(C3)C1)C2	?	4%	-4%[9.22 µM]	0%	-16%	-3%	-22%	11µM*	1%
CCCOc1ccc(C2c3c(oc4cc(C)c(C)cc4c3=O)C(=O)N2CCCN(C)C)cc1OCC (centres undefined)	-10%	9%	1%	-5%	-4%	-8%	6%	0%	2%
NS(=O)(=O)c1ccc(CCNC(=O)CCNC(=O)c2ccco2)cc1	15%	0%	3%	2%	-7%	14%	7%	1%	16%
O=C(Nc1cccc(Oc2ccccc2)c1)c1ccc(-n2cncn2)c2ccoc12	3%	-3%	/	30%	4%	-8%	?	-4%	0%
CNC(=O)C[C@@H]1C(=O)N(Cc2ccccc2)CC1(C)C	9%	0%	/	?	5%	5%	1%	9%	19%
O=C(N[C@@H](Cc1ccccc1)C(=O)OCc1ccccc1)c1nc[nH]c1C(=O)N1CCNCC1	?	-4%	-1%	23%	-4%	-3%	3%	17%	7%
N#C/C(=C\Nc1ccccn1)S(=O)(=O)c1ccc(Cl)cc1	8%	13%	2%	-10%	10%	3%	-1%	2%	-3%
CNc1nc(SC)nc(N2CCOCC2)n1	12%	9%	-5%	-3%	-12%	-2%	2%	69%[activator]	-8%
O=C(NCC1COc2ccccc2O1)c1ccc(NC(=O)C(c2ccccc2)c2ccccc2)cc1 (centres undefined)	-5%	4%	23µM*	9%	?	?	-11%	?	-1%
COc1ccc(C(=O)NC(C)c2nnc(SCC(=O)Nc3nc4ccccc4s3)n2C)cc1 (centres undefined)	6%	0%	-6%	13%	-4%	-2%	-3%	-1%	16%
O=C(Nc1ccc(F)cc1)c1cnccn1	5%	0%	/	6%	-13%	5%	9%	-22%	2%
COc1cccc(CNC(=O)COc2cccc3c2OC(C)(C)C3)c1	-28%	-1%	?	6%	3%	0%	1%	?	-1%
CCOC(=O)/C=C/c1cccc(OC)c1O	-15%	/	/	20%	3%	18%	21%	5%	6%
SMILES	KB-V1 cytotox	GLP-1R agonist	SW480 rerep	TDP-43 yeast inh	GLP1R cytotox	HT1080-NT tox	HT1080 IDH1KD tx	GLP1R inv ag	KB-3-1 tox
COc1ccc(Cl)cc1NC(=O)c1c(NCc2ccc(C)o2)sc2c1CCCCC2	13%	/	/	-10%	-5%	/	/	?	-9%
Cc1ccc(C(=O)OCC(=O)N(CC(C)C)c2c(N)n(Cc3ccccc3)c(=O)[nH]c2=O)s1	-10%	-1%	-1%	3%	-16%	0%	1%	-32%	10%
COC(C(=O)Nc1ccnn1C1CCN(Cc2ccc(C)s2)CC1)c1ccccc1 (centres undefined)	-3%	2%	1%	2%	-26%	4%	-4%	?	-4%
Cc1cc(NS(=O)(=O)c2ccc(NC(=S)NC(=O)c3ccc(F)cc3)cc2)no1	5%	0%	-5%	4%	1%	0%	-2%	12%	1%
COc1ccc(C(=O)NCCOC(C)C)cc1OC1CCN(C(C)=O)CC1	7%	1%	2%	-6%	-15%	-3%	2%	-1%	-3%
CC(=O)c1ccccc1NC(=O)CSc1nnc(Cc2csc(C)n2)o1	-7%	18%	0%	23%	1%	2%	-2%	1%	-11%
CCCC(=O)c1ccc(-c2ccccc2)cc1	3%	0%	-2%	15%	-4%	23%	16%	7%	6%
CCC(=O)N1CCc2cc(S(=O)(=O)NC(CC(C)C)C(=O)NCCc3ccccc3)ccc21 (centres undefined)	-21%	/	/	9%	1%	/	/	-3%	-2%
CCOc1ccc(C(=O)c2cc([N+](=O)[O-])ccc2N2CCOCC2)cc1	?	5%	0.058µM*	19%	-62%	0.037µM*	0.026µM*	-50%	0.029µM*
COc1ccc(CCNC(=O)C(Sc2ccccn2)c2ccccc2)cc1OC (centres undefined)	-21%	7%	-1%	-1%	4%	0%	3%	3%	-1%
CCOc1ccc(OCC(=O)NCCc2nc3ccccc3[nH]2)cc1	16%	3%	-4%	13%	8%	-4%	0%	-1%	-1%
O=C(NCc1ccco1)/C(=C\c1cccs1)NC(=O)c1ccsc1	29%	-4%	2%	8%	14%	?	23%	9%	14%
Cc1cccc(C)c1NC(=O)c1cc2sccc2n1Cc1ccc(F)cc1	11%	-9%	/	-12%	2%	/	/	10%	-14%
CC1CCN(C(=O)CSc2nc(-c3ccc(C(C)C)cc3)no2)CC1	7%	/	/	18µM*	25%	/	/	?	12%
CC(=O)Nc1ccc(/C=N/N2C(C)CCCC2C)cc1 (centres undefined)	4%	2%	0%	12%	19%	18%	26%	12%	6%
CC1CN(C(=O)C2(C)CC2(Br)Br)CC(C)O1 (centres undefined)	-17%	7%	1%	5%	-5%	1%	-1%	-7%	-3%
COc1ccccc1Nc1nc(N)nc(CN2CCCCCC2)n1	2%	1%	-29%	13%	5%	23%	11%	10%	14%
O=C(/C=C/NNC(=O)c1ccccc1)c1ccc(Br)cc1	?	-12%	?	-19%	?	?	?	?	-9%
CCCCCC(=O)N1C[C@H](n2cc(C3CC3)nn2)[C@@H](O)C[C@@H]1c1ccc(C)cc1	10%	8%	/	22%	4%	6%	14%	3%	2%
NS(=O)(=O)c1ccc(CCNC(=O)c2ccc(Cl)c(S(=O)(=O)N3CCCCC3)c2)cc1	17%	0%	9%	0%	-12%	-41%	-4%	-20%	?
O=C(O)C1CC=CCC1C(=O)Nc1ccc2c(c1)OCCO2 (centres undefined)	13%	-8%	-1%	-17%	0%	14%	13%	?	1%
CC(=O)OCCn1c(C)[n+](CCOC(C)=O)c2cc(Cl)c(Cl)cc21	2%	5%	-12%	-10%	6%	10%	-1%	4%	-6%
CCNC(=O)C(=O)NCC(c1ccc2c(c1)OCO2)N1CCOCC1 (centres undefined)	8%	-2%	-4%	-24%	-1%	-2%	13%	7%	-1%
CCOC(=O)c1c(C)[nH]c(C(=O)COC(=O)/C=C/c2ccc3c(c2)OCO3)c1C	?	3%	-1%	0%	-1%	20%	14%	8%	-10%
COC(=O)c1c(NC(=O)CS(=O)(=O)c2ccccc2)sc(C)c1C	-14%	11%	-49%[inhibitor]	?	3%	-4%	-12%	?	-15%
CC(C)c1ccc(-c2nc3c([nH]2)c(=O)n(C)c(=O)n3C)cc1	-3%	-2%	-10%	17%	0%	-2%	-15%[9.24 µM]	-6%	17%
Cc1c(NS(=O)(=O)c2cc(C(=O)NCc3cccnc3)cc(Cl)c2Cl)c(=O)n(-c2ccccc2)n1C	3%	1%	-16%	10%	-4%	5%	2%	-4%	11%
NC(COCc1ccccc1)c1csc(Nc2nccc(C(F)(F)F)n2)n1 (centres undefined)	?	-3%	/	5%	-2%	-7%	-4%	5%	8%

Given as comma-separated lines: part of the list above.
molecule,KB-V1 cytotox,GLP-1R agonist,SW480 rerep,TDP-43 yeast inh,GLP1R cytotox,HT1080-NT tox,HT1080 IDH1KD tx,GLP1R inv ag,KB-3-1 tox
O=C(NCC(=O)N(c1ccccc1)C(C(=O)NC1CCCC1)c1ccncc1)c1ccco1 (centres undefined),?,-2%,-4%,7%,-4%,-1%,3%,12%,28%
O=C(OCC(O)CO)c1ccccc1Nc1ccnc2cc(Cl)ccc12 (centres undefined),?,27%,-60%[inhibitor],14%,-5%,-15%,-20%,18%,0%
COC(=O)c1cc(OC)c(OC)cc1N1C(=O)CCCC1=O,-1%,2%,-5%,2%,-2%,-2%,3%,1%,-5%
Cc1ccc(-c2cn(S(=O)(=O)c3cccc4nsnc34)nc2N)cc1,-10%,1%,6%,12%,18%,-7%,-21%,-17%,-15%
